Compound activity deposited in PubChem by National Center for Advancing Translational Sciences (NCATS).
Giardia FBPA inh = blocks Giardia fructose-bisphosphate aldolase activity | purified Giardia FBPA | Potency, µM (top dose mostly 59.6 µM), inactives show at the highest dose activity, negative = inhibition, hits mostly inhibitors | 0.71% of 290,000 active; also: potency is read from the fitted curve at half-maximal effect; % is scaled to controls: 0 for no effect and ±100 for the full control effect; nearly all actives have a fitted effect of over 55% in size
Target sequence (A8B2U2 whole entry, looked up): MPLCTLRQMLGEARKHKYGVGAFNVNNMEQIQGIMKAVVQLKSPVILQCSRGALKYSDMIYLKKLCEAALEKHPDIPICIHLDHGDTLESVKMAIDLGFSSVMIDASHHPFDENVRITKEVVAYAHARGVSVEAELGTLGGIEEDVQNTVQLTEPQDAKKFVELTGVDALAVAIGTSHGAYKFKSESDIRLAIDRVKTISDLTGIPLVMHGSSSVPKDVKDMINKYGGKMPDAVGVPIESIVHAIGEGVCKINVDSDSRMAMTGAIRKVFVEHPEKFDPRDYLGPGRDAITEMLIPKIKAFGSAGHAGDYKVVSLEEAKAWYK
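40 nM FBPA preincubated 10 min at RT with compound (up to 57.5 uM final), then substrate plus GAPDH/TPI/NAD/arsenate coupling and diaphorase/resazurin added. Fluorescence read after 20 min at RT, 525/598 nm.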
AmpC detergent = blocks E. coli AmpC beta-lactamase in detergent assay; P00811; AmpC hydrolysis of nitrocefin, absorbance 480 nm, 0.01% Triton; Potency, µM (doses to about 114 µM), without a hit: at the top dose activity change, negative = inhibition, most hits filed as inhibitors; 0.041% of 370,000 active;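 also: potency is read from the fitted curve at half-maximal effect; 0% = no-compound wells and -100% = no-enzyme wells; nearly all actives have a fitted effect of over 25% in size; some results filed as inactive show a strong effect at the top dose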
Target sequence (P00811 whole entry, looked up): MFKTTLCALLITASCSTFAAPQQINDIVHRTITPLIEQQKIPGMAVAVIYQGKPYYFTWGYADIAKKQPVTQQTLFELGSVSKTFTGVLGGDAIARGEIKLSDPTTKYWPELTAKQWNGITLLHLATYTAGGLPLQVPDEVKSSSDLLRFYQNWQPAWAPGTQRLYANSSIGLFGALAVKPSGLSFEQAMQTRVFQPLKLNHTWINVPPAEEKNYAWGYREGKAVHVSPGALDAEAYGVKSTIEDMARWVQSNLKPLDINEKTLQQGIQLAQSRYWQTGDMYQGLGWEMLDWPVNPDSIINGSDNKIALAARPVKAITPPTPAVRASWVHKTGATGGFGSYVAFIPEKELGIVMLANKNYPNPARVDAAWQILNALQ
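AmpC (5.3 nM in the dispensed reagent) in 20 mM phosphate pH 7.0 with 0.01% (detergent screen) or 0.0001% Triton X-100 was preincubated with compounds for 15 min at room temperature. Nitrocefin was then added from an 800 uM solution, and hydrolysis was followed at 480 nm.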
AmpC inh no detg = AmpC beta-lactamase inhibition without detergent | P00811 | AmpC nitrocefin hydrolysis, absorbance 480 nm, 0.0001% Triton | 0.52% of 330,000 active | AID 485341 | Potency, µM (series often up to 57.1 µM), inactives show at the top dose activity change, negative = inhibition, actives largely listed as inhibitors;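 also: potency is read from the fitted curve at half-maximal effect; plate controls were no compound for no effect and no enzyme for full effect; nearly all actives have a fitted effect of over 20% in size; some results filed as inactive show a strong effect at the top dose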
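20 mM phosphate pH 7.0 + 0.01% (detergent screen) or 0.0001% Triton X-100; 5.3 nM AmpC reagent; cpd preinc 15 min RT; nitrocefin (800 uM stock) to start; A480 q20 s × 4 min; Activity was normalised to no-enzyme and no-compound control wells.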
HCMV antiviral = inhibitors of human cytomegalovirus; HFF cells, HCMV-luciferase reporter, 72 h; hits give low values; activity change, negative = inhibition, % at 57.5 µM; 4.5% of 410,000 active; AID 1259415; in the data active = activity change below about -60%; inconclusive = no clear call, values can overlap the other calls; inactive = above about -39%; also: % is scaled to controls: 0 for no effect and ±100 for the full control effect
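Two compound doses tested in HFFs infected with HCMV-luciferase, MOI 1 PFU/cell, 72 h at 37C. Lysate luminescence read with OneGlo; data normalized against buffer-only and 10uM Salinomycin inhibitor controls.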
Cycloheximide cs = counter-screen hit for Shiga toxin inhibitors, cycloheximide; 12% of 300,000 active; cell reporter, cycloheximide protein synthesis inhibition counterscreen; max response, %; in the data active = max response mostly above about 13%, no sharp cut-off; inactive = mostly below about 14%; also: read at 38.3 µM for the half of the compounds with a filed dose; 0% is about no effect
AMA1 RON2 block = inhibitors of Plasmodium falciparum AMA1-RON2 interaction; AlphaScreen AMA1-biotinylated RON2 peptide binding; Potency, µM (series often up to 58.2 µM), without a hit: at the highest dose activity change, negative = inhibition, most hits filed as inhibitors; 0.2% of 360,000 active; AID 720542;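 also: potency is read from the fitted curve at half-maximal effect; 0% = vehicle wells and -100% = peptide control; nearly all actives have a fitted effect of over 45% in size; some results filed as inactive show a strong effect at the top dose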
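AMA1 (3D7) with his tag at 25 nM final met compounds first, then biotinylated RON2 peptide at 25 nM; detection used donor plus acceptor beads, 10 µg/mL apiece, read by AlphaScreen after 30 min at room temperature.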
Shiga toxin inh = blocks Shiga toxin action in Vero cells; Vero cells, Shiga toxin protein synthesis inhibition reporter; inhibition, % at 38.7 µM; 9.2% of 290,000 active; AID 2315; in the data active = inhibition mostly above about 28%, no sharp cut-off; inactive = mostly below about 43%; also: 0% is about no effect
Starred values were filed as active, the others as inactive; i = inactive; ? = inconclusive; · = not tested or not shown; & = joins results of further samples; [ ] = dose if it differs, or a comment. Unless noted, calls follow the shape of the dose curve; as a rule, active = well fitted curve in the direction sought with a large enough effect; inconclusive = small, poorly fitted or top-dose-only effect, or another doubt; inactive = no such curve, though single readings can be large; an effect the other way counts as inactive or inconclusive.

Second line of a record – Giardia FBPA inh	AmpC detergent	AmpC inh no detg	HCMV antiviral	Cycloheximide cs	AMA1 RON2 block	Shiga toxin inh
O=C(CN1C(=O)c2ccccc2S1(=O)=O)Nc1ccccn1
 : ·	-19.9%	-13.8%	-35.7	·	9.2%	·
CCNC(=O)CSc1nnc(-c2cccc(S(=O)(=O)N(CC)CC)c2)n1CCc1ccccc1
 : 1.2%	-4.8%	103.4%[activator]	-20.7	-1.7	12.2%	-4.8
O=C(Nc1nsc(-c2ccccc2)n1)c1ccc(F)cc1
 : -8.2%	?	-25.3%	101.5	32.1*	24.1%	73.5*
COc1ccc(C2CC(c3cc(Br)ccc3F)n3nnnc3N2)cc1 (stereo not given)
 : -10.3%	-2.3%	-7.9%	-25.0	-2.4	4.4%	-24.9
CC(C)C1N(c2ccccc2)C(N)=C(C#N)C1(C#N)C#N (stereo not given)
 : -8.3%	-4.4%	-13.8%	-65.6*	3.1	-12.3%	-9.0
Cc1ccc(S(=O)(=O)N(C)CC(=O)O/N=C(\N)c2cccc([N+](=O)[O-])c2)cc1
 : -10.2%	-10.9%	-26.8%	14.9	10.0	-16.2%	38.6
O=C(O)c1cccc(NC(=O)c2ccc(S(=O)(=O)c3ccccc3)cc2)c1
 : 8.0%	-9.2%	-10.8%	21.4	-2.0	0.0%	-6.7
CN(C)CCn1c2c(c(SCC(=O)Nc3cccc4ccccc34)nc1=O)CCC2
 : ·	-0.4%	30.4%	-16.4	·	0.5%	·
CCC1(CC)NC(=O)N(CC(=O)OCC(=O)Nc2cc(C)ccc2C)C1=O
 : 1.0%	?	-10.3%	22.1	-2.1	13.5%	10.0
COC(=O)C(CCSC)NS(=O)(=O)c1ccccc1Br (stereo not given)
 : 8.2%	·	·	·	-6.9	·	-3.0
Cc1cc(C)c2c(c1)-c1c(ssc1=S)C(C)(C)N2C(=O)CN1C(=O)c2ccccc2C1=O
 : -4.3%	-1.7%	0.3%	9.6	3.8	2.3%	12.4
CN(c1ccccc1)S(=O)(=O)c1cccc(C(=O)NC2CC(C)(C)NC(C)(C)C2)c1
 : ·	1.4%	0.6%	-15.2	·	14.0%	·
C=C(C)C1CC=C(CN2CCN(Cc3ccccc3)CC2)CC1 (stereo not given)
 : ?	0.2%	29.8%	-36.7	9.5	12.9%	9.3
Cc1cccc(NC(=O)c2ccc3nc(N4CCOCC4)sc3c2)c1C
 : 11.4%	8.7%	30.5%	-39.3	9.6	1.8%	15.9*
COc1ccc(NS(=O)(=O)c2ccc3[nH]c(=O)[nH]c3c2)cc1
 : -14.5%	-18.3%	-22.9%	24.5	-3.3	-1.6%	-1.2
O=[N+]([O-])c1ccccc1S(=O)(=O)Nc1ccc(-c2ccc(N3CCCC3)nn2)cc1
 : ·	-4.4%	-41.8%	3.9	·	10.1%	·
C=CCn1c(=NC(=O)CN2C(=O)CCC2=O)sc2cccc(OC)c21
 : -25.8%	?	?	-24.1	-2.7	2.4%	-3.1
COc1ccc(CN2CCN(Cc3nc4ccccc4s3)CC2CCO)c(C)c1C (stereo not given)
 : -3.5%	0.9%	228.3%[activator]	-16.6	-1.6	-9.4%	-1.3
CCC(O)CC(C(=O)NNc1ccccc1)C(=O)NNc1ccccc1 (stereo not given)
 : 0.1%	-8.8%	-10.4%	-37.8	-1.9	4.2%	-5.4
CCC1CCc2c(c3ccccc3[nH]c2=O)O1 (stereo not given)
 : 1.7%	-14.3%	-28.6%	-13.6	11.4	5.8%	-13.1
Cc1ccccc1/[N+]([O-])=C/c1ccncc1
 : -4.4%	-3.6%	1.8%	45.9	9.3	-3.1%	15.2
COCCNc1nc(-c2cc(-c3ccccc3)on2)cc(C(C)C)n1
 : -3.2%	-6.5%	106.3%[activator]	-63.2*	9.4	18.5%	-8.2
Cc1c(NC(=O)c2cnn3c2NC(c2ccco2)CC3C(F)(F)F)c(=O)n(-c2ccccc2)n1C (stereo not given)
 : 2.7%	-6.7%	-31.1%	23.4	0.8	-9.0%	-6.1
COc1ccc(C(CNC(=O)c2cc(SC)ccc2Cl)N(C)C)cc1 (stereo not given)
 : 2.2%	6.1%	-0.3%	-32.8	-1.4	-8.1%	0.8
O=C(CCNS(=O)(=O)c1ccc(Cl)cc1)N1CCN(c2ccccn2)CC1
 : 7.0%	-4.6%	19.5%	-18.3	-9.8	14.6%	-8.0
Cc1ccc(S(=O)(=O)N2CCN(C(C)C)CC2)cc1
 : 0.5%	1.2%	-5.5%	8.5	-4.7	6.6%	-15.1
O=c1nc2ccc(Cl)cn2c2ccc(S(=O)(=O)N3CCCCC3)cc12
 : 1.6%	2.7%	-15.4%	-22.9	21.1	14.7%	22.6
CCCn1c(NCc2cccc(OC)c2O)nc2ccccc21
 : -0.5%	1.2%	-29.0%	44.2	27.9*	-4.1%	39.2*
O=C(CSc1nnc(COc2ccc(Cl)cc2)o1)N1CCCCC1
 : ·	-10.6%	32.8%	-28.5	-4.4	30.7%[activator]	3.2
CCCc1ccc(NC(=O)C2CCCN(c3cnccn3)C2)cc1 (stereo not given)
 : ·	-1.6%&18.5%	89.8%[activator]	?	19.5	-3.4%	42.2
COc1cccc(N(CC(=O)NCCSCc2ccc(C)cc2)S(C)(=O)=O)c1
 : 2.3%	-13.8%	68.7%[activator]	-13.4	-3.7	14.0%	-4.3
Cc1cc(F)c(Nc2ncnc3cc(OCc4ccccc4)ccc23)cc1O
 : -6.1%	·	·	·	3.5	·	17.0
CC(CC(=O)Nc1ccc2c(c1)OCO2)c1ccccc1 (stereo not given)
 : -0.8%	-14.2%	-24.6%	27.7	15.0*	19.5%	57.1
Fc1ccc(NC2=NCCCCC2)cc1
 : 9.1%	?	-10.9%[11.4 µM]	-7.3	1.0	2.5%	-4.1
Cc1cc2c(c(=O)n1-c1ccccc1)C1O[C@](c3ccsc3)(Cc3ccccc31)O2
 : 0.1%[12.9 µM]	-9.3%[22.9 µM]	-42.1%[11.4 µM]	·	11.1	·	i
O=C(OC1CCCCC1)c1ccc2c(c1)C1C=CCC1C(C(=O)O)N2 (stereo not given)
 : -21.1%	-7.7%	-23.0%	·	7.9	·	-11.3
COc1ccc(CCN=C(N)NS(=O)(=O)c2ccc(F)cc2)cc1OC
 : 1.2%	-5.8%	77.9%[activator]	7.7	1.5	14.0%	-12.0
CC1(C)CC(=O)C2=C(C1)Nc1ccccc1NC2c1cccnc1 (stereo not given)
 : 0.4%	-0.1%	-0.4%	2.3	-1.6	7.9%	17.6
COc1ccc(-n2ncc3c2CC(C)(C)CC3NC(=O)c2cn[nH]c2)cc1 (stereo not given)
 : ·	?	4.3%	13.5	0.9	0.8%	-14.1
CCCNC(=O)c1ccc(C2SCC(=O)N2CCc2ccccc2)cc1 (stereo not given)
 : 4.0%	-14.1%	-18.2%	-34.2	-4.5	17.0%	-4.5

Results in AmpC detergent, Giardia FBPA inh and AMA1 RON2 block (6 entries from above):
SMILES	AmpC detergent	Giardia FBPA inh	AMA1 RON2 block
O=C(CCNS(=O)(=O)c1ccc(Cl)cc1)N1CCN(c2ccccn2)CC1	-4.6%	7.0%	14.6%
Cc1ccc(S(=O)(=O)N2CCN(C(C)C)CC2)cc1	1.2%	0.5%	6.6%
O=c1nc2ccc(Cl)cn2c2ccc(S(=O)(=O)N3CCCCC3)cc12	2.7%	1.6%	14.7%
CCCn1c(NCc2cccc(OC)c2O)nc2ccccc21	1.2%	-0.5%	-4.1%
O=C(CSc1nnc(COc2ccc(Cl)cc2)o1)N1CCCCC1	-10.6%	·	30.7%[activator]
CCCc1ccc(NC(=O)C2CCCN(c3cnccn3)C2)cc1 (stereo not given)	-1.6%&18.5%	·	-3.4%

Record cards (already shown). Order of values: Giardia FBPA inh, AmpC detergent, AmpC inh no detg, HCMV antiviral, Cycloheximide cs, AMA1 RON2 block, Shiga toxin inh
Listed for Cc1ccc(S(=O)(=O)N(C)CC(=O)O/N=C(\N)c2cccc([N+](=O)[O-])c2)cc1 = -10.2%, -10.9%, -26.8%, 14.9, 10.0, -16.2%, 38.6
Listed for C=C(C)C1CC=C(CN2CCN(Cc3ccccc3)CC2)CC1 (stereo not given) = ?, 0.2%, 29.8%, -36.7, 9.5, 12.9%, 9.3

Later entries.
Second line of a record – Giardia FBPA inh	AmpC detergent	AmpC inh no detg	HCMV antiviral	Cycloheximide cs	AMA1 RON2 block	Shiga toxin inh
CCCCNc1ccc2nsnc2c1[N+](=O)[O-]
 : -29.9%	-7.2%	-13.4%	11.5	9.4	-3.4%	11.5
COc1ccc2nc(C)cc(SCC(=O)N3CCCCC3)c2c1
 : 0.3%	-3.3%	10.4%	?	-4.5	-3.7%	-10.5
CC(C)N1CCc2c(sc(NC(=O)c3ccc([N+](=O)[O-])o3)c2C(N)=O)C1
 : -21.4%	-1.7%	-11.1%	-98.0*	27.7*	·	13.5
C=CCNc1nnc(Sc2ncccc2[N+](=O)[O-])s1
 : -8.8%	2.5%	-19.6%	?	6.0	1.7%	22.5
C[C@@H]1CN(C(=O)c2nc3ccc(Cl)cn3c2CN(C)CCc2cnn(C)c2)C[C@H](C)O1
 : -15.8%	4.2%	2.7%	17.0	2.5	-2.6%	-0.8
COc1ccc(OC)c(C(c2c(C)[nH][nH]c2=O)c2c(C)[nH][nH]c2=O)c1
 : -18.5%	2.7%	-15.5%	-15.3	-6.0	6.3%	24.5
O=C(Nc1ccon1)c1cccc(S(=O)(=O)N2CCCCC2)c1
 : 6.3%	1.6%	-23.1%	3.4	6.7	0.1%	-11.7
S=C(NC1CCCCCC1)NC1CCCC1
 : 1.3%	-7.6%	-24.9%	-4.9	1.2	0.0%	15.8
CC1(c2ccc(OC(F)F)cc2)NC(=O)N(CC(=O)Nc2ccccc2)C1=O (stereo not given)
 : -3.8%	-2.6%	-12.7%	378.6	19.3*	-2.5%	72.4*
O=C(/C=C/c1ccccc1)NC(=S)NNS(=O)(=O)c1ccccc1
 : 0.9%	2.0%	-7.2%	18.7	-3.5	63.3%[activator]	9.0
Cc1cc(C)n(CC(=O)N/N=C/c2cc(Br)cc([N+](=O)[O-])c2O)n1
 : 24.9%	?	-22.6%	0.1	2.8	64.9%[activator]	11.5
O=c1cc(CSc2nc(NCc3ccccc3)c3ccccc3n2)nc2ccc(Cl)cn12
 : 0.4%	-1.4%	-23.6%	4.5	-7.5	10.1%	-2.5
O=C(CCSc1ccccc1)Nc1ccc(OCc2ccccc2)cc1
 : 2.6%	-1.8%	-25.8%	3.5	3.9	3.3%	22.1
CCN(CC(=O)NCc1ccc(F)cc1)CC(=O)Nc1ccc(S(=O)(=O)N2CCCC2)cc1
 : -2.4%	2.6%	51.3%	0.1	-1.0	-10.0%	-11.4
O=c1c(Cc2ccc(Cl)cc2Cl)c(O)ccn1Cc1ccncc1
 : 7.2%	3.0%	-3.7%[2.29 µM]	-3.0	1.1	0.0%	2.9
CC1(C(=O)Nc2cccc(S(=O)(=O)N3CCOCC3)c2)Cc2ccccc2C(=O)O1 (stereo not given)
 : 5.9%	?	22.5%	2.1	-3.4	3.5%	18.3
